LANA DNA inh: KSHV C-LANA DNA binding inhibition; MBP-C-LANA/FAM-LBS DNA binding, fluorescence polarization; inhibition, % at 9 µM; hit rate 0.078% among 340,000; AID 504423;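 active = highest replicate inhibition at or above 60% at 9 µM, even if other replicates fall short; inactive = all replicates below 60% inhibition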;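 note: 0% = neutral control wells and 100% = 4 µM acridine orange control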
MOR-DOR ag: agonists of human mu-delta opioid receptor heterodimerization. activation, % at 9.3 µM. P35372+P41143. cells, OPRM1-OPRD1 heterodimerization, luminescence. hit rate 0.3% among 340,000; in the data active = activation above about 18%;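 note: 0% = vehicle-treated cells and 100% = reference agonist; values of inactives mirror those of a sister screen read the other way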
Target sequence (P35372 whole entry, looked up): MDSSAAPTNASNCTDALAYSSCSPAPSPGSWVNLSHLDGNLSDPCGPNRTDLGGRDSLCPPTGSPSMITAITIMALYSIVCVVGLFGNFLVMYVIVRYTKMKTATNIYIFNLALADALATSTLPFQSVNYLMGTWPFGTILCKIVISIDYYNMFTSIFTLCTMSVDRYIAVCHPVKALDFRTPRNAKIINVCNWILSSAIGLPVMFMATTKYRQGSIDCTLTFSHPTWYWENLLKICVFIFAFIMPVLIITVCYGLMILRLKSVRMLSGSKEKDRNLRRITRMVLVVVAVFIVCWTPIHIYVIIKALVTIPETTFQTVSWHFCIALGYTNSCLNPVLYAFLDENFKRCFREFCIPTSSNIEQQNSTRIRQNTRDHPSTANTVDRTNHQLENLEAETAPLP
Target sequence (P41143 whole entry, looked up): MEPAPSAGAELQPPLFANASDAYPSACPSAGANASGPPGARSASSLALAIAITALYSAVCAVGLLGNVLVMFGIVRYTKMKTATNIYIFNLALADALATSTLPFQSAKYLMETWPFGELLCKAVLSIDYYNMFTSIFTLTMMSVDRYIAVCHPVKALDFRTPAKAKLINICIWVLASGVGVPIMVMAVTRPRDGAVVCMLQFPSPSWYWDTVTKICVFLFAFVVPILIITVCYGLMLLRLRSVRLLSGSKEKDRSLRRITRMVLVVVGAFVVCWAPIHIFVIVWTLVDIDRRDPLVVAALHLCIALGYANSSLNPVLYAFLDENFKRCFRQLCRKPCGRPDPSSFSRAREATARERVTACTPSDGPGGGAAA
Arrestin-AP2 inh: human beta-arrestin and AP2 interaction inhibition; FITC-arrestin peptide / GST-AP2 beads, flow cytometry; AP2 beta2 appendage carries R879A mutation; inhibition, % at 10 µM; hit rate 0.31% among 340,000;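 active = inhibition above a set limit, near 3 SD of compounds lacking own fluorescence, cut at about 54% in these data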;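 note: plate controls were DMSO wells for no effect and 5 µM unlabelled arrestin peptide for full effect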
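System: GST-AP2 R879A glutathione beads | Also added: FITC-arrestin peptide, 50 nM | Times: 12 min plus 1 h, RT | Signal: Bead flow cytometry, FITC channel | Buffer or medium: PBS with 0.05% Tween 20 and 0.1% BSA | Read-out basis: Percent drop in bead-associated FITC signal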
Keap1-Nrf2 PPI: inhibitors of human Keap1-Nrf2 protein-protein interaction | Keap1 Kelch-Nrf2 peptide fluorescence polarization, 1536-well | inhibition, % at 9.4 µM | hit rate 0.15% among 340,000 | AID 504523 | Q14145; in the data active = inhibition above about 12%;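 note: human Keap1 Kelch domain with fluorescein labeled Nrf2 9mer peptide probe; 0% = neutral control wells and 100% = peptide positive control; higher means more block of Keap1 binding to Nrf2 peptide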
V-ATPase pH: regulators of yeast V-ATPase proton transport; S. cerevisiae, pHLuorin cytosolic pH fluorescence; response, % at 10 µM; hit rate 0.37% among 350,000; AID 504577; in the data active = response mostly above about 7.3%, no sharp cut-off; inactive = mostly below about 5.4%; note: actives read high; inactives centre near 0; some compounds called inactive have numbers as strong as hits; reference of the scale not given here
DSG3 Ab inh: inhibitors of pemphigus antibody binding to human desmoglein-3; hit rate 0.48% among 310,000; DSG3-coupled beads, scFv-anti-DSG3-GFP binding, flow cytometry; stronger effect = lower value; binding (percent of control), % at 10 µM; AID 588358; P32926;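 active = binding more than 3 SD below its plate's average and above zero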; note: some compounds called inactive have numbers as strong as hits
RTF Ca sens inh: cardiac RTF calcium desensitization; inhibition, % at 7.15 µM; IANBD-labeled cardiac RTF, Ca2+ fluorescence; hit rate 0.12% among 340,000;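 active = inhibition above the mean inhibition of all tested compounds plus 3 SD, cut at about 17% in these data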;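 note: assay run at fixed EC70 calcium of 1.6 mM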
RTF Ca sens act: cardiac RTF calcium sensitization. hit rate 0.24% among 340,000. IANBD-labeled TnC RTF fluorescence at EC20 calcium; 0% EC20 calcium, 100% full calcium. activation, % at 7.2 µM;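 active = activation above the mean over all tested compounds plus 3 SD, cut at about 30% in these data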;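 note: rise in fluorescence read as greater calcium sensitivity of cardiac thin filaments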
Wnt act: activators of Wnt/beta-catenin signaling. Wnt/beta-catenin reporter cell assay, activator, plate reader. hit rate 1.2% among 300,000. AID 743398. activation, % at 9.35 µM; in the data active = activation above about 30%, passing the limit was not always enough;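 note: 0% = neutral control wells and 100% = positive control wells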
OPRM1-OPRD1 inv: mu-delta opioid heterodimer inverse agonism. P35372+P41143. cell-based MOR-DOR heterodimer luminescence. inhibition, % at 9.3 µM. hit rate 0.21% among 340,000. AID 504357; in the data active = inhibition above about 22%, passing the limit was not always enough;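 note: 0% = cells with DMSO and 100% = wells without cells with DMSO; values of inactives mirror those of a sister screen read the other way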
Numbers without * were called inactive; . = not tested or not shown.

SMILES	LANA DNA inh	MOR-DOR ag	Arrestin-AP2 inh	Keap1-Nrf2 PPI	V-ATPase pH	DSG3 Ab inh	RTF Ca sens inh	RTF Ca sens act	Wnt act	OPRM1-OPRD1 inv
COc1ccc(-c2csc3ncnc(N4CCN(S(=O)(=O)c5ccc(C)c(C)c5)CC4)c23)cc1	-0.6	-1.1	21.8	-3.6	0.2	104.5	-3.4	-4.8	-5.7	7.0
COc1ccc(NC(=O)N2CCCC2C(=O)NCc2ccc(C)cc2)cc1 (centres undefined)	-2.8	-2.5	7.1	0.1	-2.8	94.9	-11.0	3.3	-1.1	13.6
CCCc1nc2nc(C)c(NS(=O)(=O)c3ccc(C(C)(C)C)cc3)c(=O)n2[nH]1	-0.3	-1.6	46.7	-1.9	-3.3	95.9	-2.7	-4.8	0.1	8.4
O=C(CN1C(=O)c2ccccc2C1=O)Nc1cccc(Cl)c1	-0.4	1.3	-2.0	-3.3	4.2	121.8	3.5	0.8	0.5	-6.5
O=C(OCC(=O)N1CCN(c2ccccc2)CC1)c1cccc(Cl)c1	-1.1	-0.9	18.9	-0.3	-2.4	100.2	-7.9	-1.7	-0.2	4.7
O=C(CCn1nnc2ccccc21)Nc1nnc(COc2ccccc2F)s1	-1.0	-1.6	0.1	-8.1	3.0	.	-5.8	-1.1	.	8.2
CC1CCN(c2nc3ccccc3nc2C(C#N)C(=O)OC2CCCCC2)CC1 (centres undefined)	1.7	-2.5	6.8	3.1	0.9	98.8	-0.8	8.1	.	12.6
CN(Cc1cc2ccccc2[nH]c1=O)C(=O)C1CCCCC1	2.2	0.6	-0.4	-2.0	2.5	109.1	6.2	2.4	.	-3.1
Nc1cccc(-c2nc3ccccc3[nH]2)c1	-0.1	-1.0	2.9	-2.9	-2.9	98.8	-0.2	-0.3	.	5.2
CN(C)S(=O)(=O)c1cccc(NS(=O)(=O)c2ccc(Cl)s2)c1	2.6	0.4	-0.8	-5.7	3.4	97.2	-3.2	-2.0	-1.3	-2.6
Cc1cccc(NC(=O)c2nc[nH]c2C(=O)N2CCC(C)CC2)c1	0.4	0.0	-11.3	-2.6	-1.2	101.5	-3.5	-2.3	-0.9	-0.1
O=C(Nc1ccc(C(=O)c2ccccc2)cc1)c1ccccc1	-1.4	0.7	6.1	-5.7	1.4	111.9	1.5	-4.3	50.5*	-3.3
COc1ccc(/C=N/NC(=O)c2c(C)n(C)c3ccc(OC)cc23)c(OC)c1	-1.1	-1.1	3.6	-3.0	-3.0	96.8	-0.8	-2.5	.	6.5
O=c1oc2ccccc2n1Cn1c(=O)oc2ccccc21	-0.5	-2.0	22.1	2.5	-0.9	99.8	-14.8	2.5	-3.3	10.8
Cc1cc(S(=O)(=O)Nc2ccc(N3CCOCC3)cc2)ccc1Br	2.1	3.5	1.3	-6.9	4.8	120.5	-3.8	2.8	1.9	-24.4
CCN1CCN(S(=O)(=O)c2ccc(Cl)c(C(=O)NC3CCC(C)CC3)c2)CC1 (centres undefined)	13.1	1.0	-0.3	28.8*	5.8	102.4	-1.5	-0.8	-0.9	-5.0
Cc1ccc(Cn2c(SCC(=O)NCC3CCCO3)nc3ccsc3c2=O)cc1 (centres undefined)	-0.2	1.0	-0.1	-6.0	4.4	116.6	-11.1	1.2	-0.9	-4.8
CCN(CC)C(=O)c1cc(Cl)ccc1NC(=O)c1ccco1	-0.6	-1.5	5.7	0.6	-2.9	90.5	1.9	2.7	8.0	7.8
O=C(NNC(=O)C1[C@H]2CCCC[C@@H]12)c1ccc(=O)oc1 (some centres undefined)	7.7	-2.9	41.5	1.7	-5.2	93.8	-10.8	-0.6	9.0	14.8
O=C(Nc1ccc([N+](=O)[O-])cn1)c1cc(-c2cccc(Br)c2)nc2ccccc12	1.3	-2.7	10.4	-4.9	1.4	110.2	-8.3	-7.0	-5.0	14.7

An excerpt from above, showing only V-ATPase pH.
Structure | V-ATPase pH
COc1ccc(/C=N/NC(=O)c2c(C)n(C)c3ccc(OC)cc23)c(OC)c1 | -3.0
O=c1oc2ccccc2n1Cn1c(=O)oc2ccccc21 | -0.9
Cc1cc(S(=O)(=O)Nc2ccc(N3CCOCC3)cc2)ccc1Br | 4.8
CCN1CCN(S(=O)(=O)c2ccc(Cl)c(C(=O)NC3CCC(C)CC3)c2)CC1 (centres undefined) | 5.8

3 entries out of the list, sorted by number of heavy atoms, highest first.
SMILES	LANA DNA inh	MOR-DOR ag	Arrestin-AP2 inh	Keap1-Nrf2 PPI	V-ATPase pH	DSG3 Ab inh	RTF Ca sens inh	RTF Ca sens act	Wnt act	OPRM1-OPRD1 inv
Cc1ccc(Cn2c(SCC(=O)NCC3CCCO3)nc3ccsc3c2=O)cc1 (centres undefined)	-0.2	1.0	-0.1	-6.0	4.4	116.6	-11.1	1.2	-0.9	-4.8
CCCc1nc2nc(C)c(NS(=O)(=O)c3ccc(C(C)(C)C)cc3)c(=O)n2[nH]1	-0.3	-1.6	46.7	-1.9	-3.3	95.9	-2.7	-4.8	0.1	8.4
Nc1cccc(-c2nc3ccccc3[nH]2)c1	-0.1	-1.0	2.9	-2.9	-2.9	98.8	-0.2	-0.3	.	5.2

(listing goes on)
SMILES	LANA DNA inh	MOR-DOR ag	Arrestin-AP2 inh	Keap1-Nrf2 PPI	V-ATPase pH	DSG3 Ab inh	RTF Ca sens inh	RTF Ca sens act	Wnt act	OPRM1-OPRD1 inv
CS(=O)(=O)c1ccc(Cl)c(NC(=O)c2cc(S(=O)(=O)N3CCOCC3)ccc2N2CCCC2)c1	-1.2	-1.5	20.2	-3.0	0.8	97.8	3.9	-1.6	2.4	9.3
Cc1ccc(CNC(=O)C2CCN(C(=O)Nc3ccc(C)cc3)CC2)cc1	0.6	-0.9	10.2	-2.9	-3.7	.	-8.4	-6.2	0.2	5.5
Fc1ccccc1C1c2cccn2CCN1C(=S)Nc1ccc(Br)cc1 (centres undefined)	20.6	6.6	13.7	1.1	3.2	96.1	-11.0	0.3	3.9	-31.3
COc1cc(C(=O)OCCn2c(=O)c3c(ncn3CCN(C)C)n(C)c2=O)cc(OC)c1OC	-0.7	.	-4.1	2.0	1.9	96.9	-3.5	-0.8	-3.5	.
CCCCN1CC(COCc2ccccc2)Oc2cccc(NCc3ccc(OC)cc3)c2S1(=O)=O (centres undefined)	-0.7	-3.1	-3.9	-1.5	0.3	100.2	-0.6	-2.8	-3.1	14.7
NNC(=O)Cc1cn(-c2ncc(C(F)(F)F)cc2Cl)c2ccccc12	-0.3	2.8	6.8	-0.2	-0.2	107.8	-11.5	2.2	.	-11.4
CN(C)c1ccc(/C=C/c2cc[n+](C)cc2)cc1	-13.5	-1.1	-17.2	-26.9	6.2	231.1	-40.7	47.2*	.	6.4
COc1ccc(N(CC(=O)Nc2cc(C)cc(C)c2)S(=O)(=O)c2ccccc2[N+](=O)[O-])c(OC)c1	0.0	-1.6	-9.7	-4.7	0.8	107.2	-5.9	1.2	-3.7	8.4
C[C@H]1CN=C(N(C)C)N1CCCCc1ccccc1	2.3	-1.0	11.5	-5.0	3.6	104.0	-1.9	-3.1	-1.8	5.3
C(#CCN1CCOCC1)CCCN1CCOCC1	2.7	0.7	-3.3	-1.2	6.1	109.9	-1.4	3.0	0.7	-3.5
O=C(CSc1nnc(-c2cccs2)n1-c1ccccc1)NCc1ccc2c(c1)OCO2	0.6	-4.0	24.1	-1.1	-1.3	106.6	-4.9	-6.4	-9.5	20.9
Cc1cnc(CNC(=O)C2CCC(=O)N(Cc3ccc(Cl)cc3)C2)[nH]1 (centres undefined)	0.2	-2.4	1.3	0.0	-0.9	102.2	-1.3	-2.1	1.2	16.4
CN1CCC(N(C)C(=O)c2cc(-c3ccccc3Cl)nc3ccccc23)CC1	1.2	-3.1	0.7	-6.0	1.1	.	3.7	-1.2	-3.7	13.6
COC(=O)c1ccc2c(=O)n(Cc3ccco3)c(SCC(=O)Nc3cc(C)on3)nc2c1	0.1	0.8	0.3	-2.8	4.0	82.8	0.7	3.0	-16.8	-5.5
CC(C)(Oc1ccc(Cl)cc1)C(=O)OCC(=O)N1CCN(c2ccccc2)CC1	-0.2	3.3	-0.4	-2.8	-4.1	109.4	3.3	-9.8	-2.6	-17.0
COc1cc([N+](=O)[O-])cc2sc(NC(C)=O)nc12	1.2	-0.8	13.1	0.7	-0.1	101.4	-7.6	0.8	4.5	4.0
Cc1cc(NC(=O)NC(C)(C(F)(F)F)C(F)(F)F)no1	1.7	-1.2	-6.9	-0.7	-1.6	.	0.8	0.5	-2.6	5.8
Cc1cc(-c2nnc(CCC(=O)NC(c3ccccc3)c3ccccc3)o2)no1	1.1	-1.4	3.0	-1.0	-1.6	97.8	-6.2	2.7	4.5	7.2
Cc1ccccc1CN1[C@@H]2c3ccccc3C[C@@H]2OCCS1(=O)=O	-0.5	-0.4	4.0	-0.1	0.9	.	-3.4	11.2	-1.9	2.4
Cc1oc(=O)c(NC(=O)c2ccccc2)cc1C(C)O (centres undefined)	0.9	-0.5	39.9	-1.8	-1.5	93.7	-0.7	2.3	-0.5	2.6
CC(=O)NC1CC2CCCC(C1)N2C(=O)Nc1cccc(C(C)=O)c1 (centres undefined)	1.1	-0.7	10.3	-3.9	1.7	106.8	3.8	-3.2	-0.4	3.9
O=C(Nc1ccc([N+](=O)[O-])cc1)Nc1ccc(N2CCOCC2)c2nonc12	0.4	-3.3	24.1	0.4	-0.7	108.5	-2.1	1.2	-0.5	16.6
CS(=O)(=O)NCCSc1cc(C(F)(F)F)nc2ccccc12	-0.7	-4.1	30.3	1.1	3.5	104.8	-0.5	3.9	-3.3	21.2
O=C(CCc1c[nH]c2ccccc12)NCCc1ccc(O)cc1	-0.9	-3.1	2.3	1.7	1.5	119.0	-5.6	2.9	7.6	14.2
CC(C)n1c(NCc2nc3ccccc3n2C)nc2ccccc21	1.4	-0.7	4.5	-2.2	-4.3	.	-7.4	1.4	.	3.4
O=C(Nc1ccc(Cl)cc1)c1cc(Br)ccc1OCC(=O)N1CCOCC1	-0.2	-0.7	18.4	-3.9	1.0	104.8	5.1	-1.1	3.2	5.0
Cc1c(NC(=O)CN2CCN(c3ccc(O)cc3)CC2)c(=O)n(-c2ccccc2)n1C	0.3	0.8	3.7	2.8	-3.6	98.2	-7.9	-2.1	-1.9	-4.3
CCCCOCCCN1CC(=O)N2[C@@H](Cc3c([nH]c4ccccc34)C2(C)C)C1=O	-0.9	-1.6	-15.5	1.2	0.7	.	-8.7	0.7	-3.7	7.6
CSc1ccc(NC(=O)CC(C)=O)cc1	0.5	-2.0	-2.5	0.6	-3.4	93.8	5.6	1.6	10.6	9.9
Cc1cccc(NC(=O)c2ccccc2NC(=O)c2ccccc2)n1	1.5	1.7	-1.6	1.9	-0.3	98.6	-11.8	4.5	26.2	-8.7
CCN(CC)C(=O)C1CCN(S(=O)(=O)c2ccc(C3CNC(=O)C3)cc2)CC1 (centres undefined)	-2.1	-2.7	3.9	-3.4	-0.6	109.4	7.5	-3.9	-2.1	13.7
c1ccc(Cn2nnc(-c3ccccc3)n2)cc1	-0.9	-2.1	-4.8	-6.0	3.5	107.1	-9.9	-8.7	21.7	12.9
O=C(CSc1ncnc2c1nnn2-c1ccc(F)cc1)NCc1ccco1	1.5	-2.9	1.9	-0.7	-1.3	104.4	-6.8	0.7	.	15.9

High-throughput results deposited in PubChem BioAssay by several laboratories.
